# SARS 3CLpro inh: SARS-CoV 3CLpro protease inhibition. 290,000 tested, 0.14% active. P0C6X7. AID 1706. inhibition, % at 6 µM. recombinant SARS-CoV 3CLpro, quenched FRET peptide cleavage; in the data active = inhibition above about 12%
# CCHF vOTU inh: blocks the CCHF virus ovarian tumor domain protease | 370,000 tested, 0.55% active | inhibition, % at 11.5 µM | CCHFV vOTU protease, Pep-AMC fluorescence | AID 651958; in the data active = inhibition above about 30%; also: 0% = vehicle wells with enzyme and 100% = no enzyme wells
# PriA SSB inh: K. pneumoniae PriA-SSBct interaction inhibition; AlphaScreen SSBct-PriA binding, biotinylated peptide; inhibition, % at 33 µM; 430,000 tested, 0.6% active; AID 1272365; in the data active = inhibition mostly above about 37%, no sharp cut-off; inactive = mostly below about 20%;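 also: plate controls were negative control peptide for no effect and reference peptide for full effect; strong numbers were not always called active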
# Yp Topo-I inh: Y. pestis Topo-I inhibition via cleavage products. activity, % at 10 µM. Y. pestis Topo-I cleavage product accumulation, plate reader. 360,000 tested, 0.064% active; in the data active = activity above about 50%, passing the limit was not always enough; also: inactives centre near 2
# Vc quorum ag: induces V. cholerae light production without autoinducers; V. cholerae BH1578 lux reporter, luminescence, 6 h; activation, % at 18.7 µM; AID 588436; 350,000 tested, 0.16% active; in the data active = activation mostly above about 9.7%, no sharp cut-off; also: not every result past the cut was called active; inactives centre near 0; reference of the scale not given here
# TcdB GH inh: blocks C. difficile toxin B glycohydrolase activity | P18177 | TcdB glycohydrolase enzymatic assay, plate reader | inhibition, % at 9.99 µM | 350,000 tested, 0.24% active | AID 652162; in the data active = inhibition above about 10%
# DUSP3 inh: inhibitors of human VHR1 phosphatase (DUSP3); inhibition, % at 13.3 µM; P51452; AID 1654; recombinant VHR phosphatase, pNPP absorbance; 290,000 tested, 0.52% active; in the data active = inhibition above about 50%; also: some compounds called inactive have numbers as strong as hits
# Target sequence (P51452 whole entry, looked up): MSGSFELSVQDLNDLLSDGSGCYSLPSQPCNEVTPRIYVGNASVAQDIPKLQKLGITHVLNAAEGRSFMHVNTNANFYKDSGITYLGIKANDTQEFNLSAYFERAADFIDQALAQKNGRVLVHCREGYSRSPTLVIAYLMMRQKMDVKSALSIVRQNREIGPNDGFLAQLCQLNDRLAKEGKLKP
# Rv3671c inh: inhibits the M. tuberculosis serine protease Rv3671c; P9WHR9; inhibition, % at 5.96 µM; 320,000 tested, 0.048% active; in the data active = inhibition above about 38%;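 also: extracellular domain of Rv3671c used as enzyme; 0% = enzyme with DMSO and 100% = no enzyme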
# Target sequence (P9WHR9 whole entry, looked up, the tested form may be a part): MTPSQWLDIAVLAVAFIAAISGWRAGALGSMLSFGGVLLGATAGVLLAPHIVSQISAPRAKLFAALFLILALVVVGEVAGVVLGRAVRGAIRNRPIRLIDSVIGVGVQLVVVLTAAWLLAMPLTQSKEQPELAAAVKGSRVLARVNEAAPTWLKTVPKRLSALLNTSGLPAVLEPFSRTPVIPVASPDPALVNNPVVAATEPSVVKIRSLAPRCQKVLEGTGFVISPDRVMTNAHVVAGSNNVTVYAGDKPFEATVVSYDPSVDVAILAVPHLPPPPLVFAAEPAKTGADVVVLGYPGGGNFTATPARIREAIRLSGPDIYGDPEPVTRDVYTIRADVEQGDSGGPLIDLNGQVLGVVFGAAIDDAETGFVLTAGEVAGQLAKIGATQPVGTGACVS
# PrPC TRFRET: inhibitors of human cell surface prion protein PrPC. P04156. TR-FRET read-out. inhibition, % at 13.8 µM. 370,000 tested, 0.43% active. AID 720596; in the data active = inhibition above about 24%; also: 0% = median of the test wells and 100% = reference compound wells
# MazEF act: activators of E. coli MazEF toxin-antitoxin RNase | P0AE70 | FAM/BHQ RNA-DNA oligo cleavage fluorescence, 5 h | activation, % at 20 µM | 350,000 tested, 0.32% active; in the data active = activation above about 50%
# Target sequence (P0AE70 whole entry, looked up): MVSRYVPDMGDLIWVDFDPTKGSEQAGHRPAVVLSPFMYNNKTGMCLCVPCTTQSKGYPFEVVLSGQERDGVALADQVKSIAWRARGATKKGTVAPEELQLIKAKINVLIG
# * marks the source's active call; other numbers are inactive results; i = inactive; . = not tested or not shown; & = joins results of further samples.
SMILES,SARS 3CLpro inh,CCHF vOTU inh,PriA SSB inh,Yp Topo-I inh,Vc quorum ag,TcdB GH inh,DUSP3 inh,Rv3671c inh,PrPC TRFRET,MazEF act
O=C1C2C(C(=O)N1c1ccncc1)C1C=CC2C12CC2 (configuration not stated),-2,-14,-6,-4,.,.,0,-7,2,1
OCCNc1nc(Nc2ccc(Cl)cc2)nc(N2CCCC2)n1,.,7,-24,-4,i,-0.3,.,1,4,4
COc1cc2c(cc1NC(=O)c1cccnc1)oc1ccccc12,1,1,-10,8,-0.6,.,30,-1,-12,4
Cc1ccc2nc3sc(C(=O)NCc4ccco4)c(N)c3cc2c1,-1,9,1,-10,0.6,.,0,-21,-11,82*
COc1ccccc1NCC(=O)c1ccc(Cl)cc1,-6,-4,3,98*,1.5,0.6,-7,0,3,25
O=C(CCl)Nc1ccc(N=Nc2ccccc2)cc1,-1,4,18,-5,-0.3,-0.4,5,.,-3,-2
CC1=CS(=O)(=O)CC1Sc1nc2ccccc2[nH]1 (configuration not stated),-2,-12,-1,9,i,.,-10,3,0,11
COc1ccc(NC(=O)c2c(NC(=O)CCC(=O)O)sc3c2CCCCC3)cc1,5,11,-7,2,i,1.1,12,8,-8,8
CN1CCN(C(CNC(=O)C(=O)Nc2ccc3c(c2)OCO3)c2ccc(F)cc2)CC1 (configuration not stated),.,-15,6,-1,i,1.1,.,9,-1,7
COc1cc([N+](=O)[O-])c2nc(C(=O)O)ccc2c1,.,10,-6,2,i,1.1,.,.,-19,10
O=C(CCC(=O)OCC(=O)c1ccc(-c2ccccc2)cc1)Nc1cccc2cccnc12,0,13,1,-6,-0.2,-0.9,17,7,-5,5
CCn1c(C)nc2cc(C(=O)OC(C(F)(F)C(F)F)C(F)(F)C(F)F)ccc21,3,23,-13,7,i,.,-9,-13,5,2

# Quoted at random: two compounds from above
SMILES,SARS 3CLpro inh,CCHF vOTU inh,PriA SSB inh,Yp Topo-I inh,Vc quorum ag,TcdB GH inh,DUSP3 inh,Rv3671c inh,PrPC TRFRET,MazEF act
O=C(CCC(=O)OCC(=O)c1ccc(-c2ccccc2)cc1)Nc1cccc2cccnc12,0,13,1,-6,-0.2,-0.9,17,7,-5,5
CCn1c(C)nc2cc(C(=O)OC(C(F)(F)C(F)F)C(F)(F)C(F)F)ccc21,3,23,-13,7,i,.,-9,-13,5,2

# (more compounds)
SMILES,SARS 3CLpro inh,CCHF vOTU inh,PriA SSB inh,Yp Topo-I inh,Vc quorum ag,TcdB GH inh,DUSP3 inh,Rv3671c inh,PrPC TRFRET,MazEF act
COc1ccc([N+](=O)[O-])cc1N(CC(=O)NCCC1=CCCCC1)S(C)(=O)=O,9,-5,-7,2,-0.3,.,-14,7,-12,-1
CN(C(=O)COc1ccc2ccc(=O)oc2c1)C1CCS(=O)(=O)C1 (configuration not stated),-5,-15,-5,0,-0.3,0.8,25,-6,3,-7
O=c1c2ccccc2nc(/C=C/c2ccc(Br)cc2)n1CCO,.,9,-4,1,-0.5,0.2,.,-3,5,14
CCOc1ccc(OCC)c(Nc2cc(C)nc3nc(C)nn23)c1,-1,-2,-7,5,-0.2,0.1,8,3,3,-13
O=C(CN1C(=O)NC2(CCCCC2)C1=O)Nc1cccc(S(=O)(=O)N2CCOCC2)c1,-4,-10,-4,-5,-0.3,0.1,1,3,6,9
Cc1ccc(C(=O)Nc2ncc(Cc3ccccc3)s2)o1,-7,13,11,-4,i,.,19,-17,27*,1
Cc1ccc(C(C)C)c(OCC(=O)Nn2c(C)nc3ccccc3c2=O)c1,2,6,-11,-3,i,.,24,-7,4,3
CC(=O)c1ccc(S(=O)(=O)N2CCN(c3nc4c(C)c(C)ccc4cc3C#N)CC2)cc1,0,-3,-4,0,-12,.,.,-4,0,-14
COc1cc(CC(=O)Nc2cccc(SC)c2)cc(OC)c1OC,6,-2,-6,0,-0.4,0.8,23,1,8,-6
CC(C)N1CCc2c(sc(NC(=O)c3ccc(S(=O)(=O)N4CCCCC4C)cc3)c2C(N)=O)C1 (configuration not stated),-2,8,0,11,-0.4,0.9,18,0,43*,-12
COc1ccc(CCNC(=O)c2ccc3c(c2)N(Cc2ccc(C)cc2)CCS3)cc1OC,2,.,5,24,-0.5,.,-5,1,.,1
COc1ccc(S(=O)(=O)NC2CCCC2)c(OC)c1,-5,12,-5,4,0.7,-1.0,13,-3,-3,1

# Given with two lines to a compound: part of the list above
# Results follow in this order: SARS 3CLpro inh	CCHF vOTU inh	PriA SSB inh	Yp Topo-I inh	Vc quorum ag	TcdB GH inh	DUSP3 inh	Rv3671c inh	PrPC TRFRET	MazEF act
COc1ccccc1NCC(=O)c1ccc(Cl)cc1
 : -6	-4	3	98*	1.5	0.6	-7	0	3	25
O=c1c2ccccc2nc(/C=C/c2ccc(Br)cc2)n1CCO
 : .	9	-4	1	-0.5	0.2	.	-3	5	14
OCCNc1nc(Nc2ccc(Cl)cc2)nc(N2CCCC2)n1
 : .	7	-24	-4	i	-0.3	.	1	4	4
CC(=O)c1ccc(S(=O)(=O)N2CCN(c3nc4c(C)c(C)ccc4cc3C#N)CC2)cc1
 : 0	-3	-4	0	-12	.	.	-4	0	-14

# Remaining list, next part
SMILES,SARS 3CLpro inh,CCHF vOTU inh,PriA SSB inh,Yp Topo-I inh,Vc quorum ag,TcdB GH inh,DUSP3 inh,Rv3671c inh,PrPC TRFRET,MazEF act
Cc1ccc(NC(=O)COC(=O)C2CCC(=O)N2)c([N+](=O)[O-])c1 (configuration not stated),2,-10,-8,6,-3.1,0.0,-11,4,-21,12
CN(C)c1nc2ncn(Cc3ccccc3)c2c(=O)[nH]1,1,6,1,9,i,1.5,0,7,2,-24
COc1cccc(CC(=O)Nc2ccc(S(=O)(=O)Nc3nc(C)cc(C)n3)cc2)c1,3,0,-8,4,i,4.7,-3,8,-4,2
O=C(COC(=O)C1CCN(S(=O)(=O)c2cccc3cccnc23)CC1)c1ccc([N+](=O)[O-])cc1,7,7,24,33,-0.5,.,-4,4,1,1
CCCCN(CCCC)C(=S)NC(=O)c1ccccc1Cl,1,6,-13,3,i,.,-12,-7,3,1
CSc1nncn1/N=C/c1ccc([N+](=O)[O-])cc1,4,-15,.,1,-0.3,0.6,5,-6,-26,2
S=c1[nH]c(-c2ccccc2)cn1/N=C/c1cccnc1,0,-11,.,-5,i,1.6,1,7,-4,4
COc1cc(NC(=O)CCc2nnc3ccc(NCc4ccco4)nn23)cc(OC)c1,2,7,-5,19,-4.8,1.4,35,2,7,2
CCSc1oc(-c2ccco2)nc1S(=O)(=O)c1ccc(C)cc1,-1,7,-7,25,-0.5,1.2,2,-14,-21,-2
C=CCNC(=O)c1oc2ccc(S(=O)(=O)N(CC)CC)cc2c1C,5,-5,-16,-5,i,.,-21,-13,9,-3
COc1ccc(CN2CCN(C3CCC3)CC2CCO)c(F)c1 (configuration not stated),5,-10,7,3,-0.8,-0.8,21,.,3,7
O=C1CCCc2[nH]nc(-c3cccnc3)c21,-3,6,-19,1,-4.6,.,6,0,8,4
C[N+](C)(C)C(Cc1ccccc1)C(=O)[O-] (configuration not stated),.,.,.,3,-0.3,1.7,3,12,.,5
O=C(CSc1nc2ccccc2c(=O)n1-c1ccccc1Cl)Nc1cccc(S(=O)(=O)N2CCOCC2)c1,5,-20,-5,-3,-1.0,-0.5,-1,-49,16,-6
CC(NS(=O)(=O)c1cccc(C(=O)N(C)Cc2ccc(N3CCOCC3)cc2)c1)c1ccccc1 (configuration not stated),.,-8,4,21,-2.8,-0.2,.,.,4,1
Cc1nc(SC(C)C(=O)Nc2c(C)n(C)n(-c3ccccc3)c2=O)nc(C)c1C (configuration not stated),.,9,4,3,-0.9,-4.1,.,-9,4,-2
Cc1ccc(NC(=O)CO/N=C(\N)c2nonc2N)cc1,0,-12,i,-6,-0.6,.,4,-8,0,4
COc1ccc(S(=O)(=O)Nc2c(C(=O)O)[nH]c3ccccc23)cc1,1,13,-6,11,-0.1,1.0,14,-2,-1,7
COc1ccc(CNC(=O)C2(CC3CC(c4ccccc4)=NO3)CCN(C(=O)Cc3ccc(F)cc3)CC2)cc1 (configuration not stated),.,-7,-7,28,i,1.5,.,-6,-12,3
CCOc1ccc(N(C)S(=O)(=O)c2ccc(-c3ccc(=O)[nH]n3)s2)cc1,-4,12,6,-2,i,2.2,40,-90,-6,-10
CCN(C(=O)c1cccc(S(=O)(=O)N2CCCCC2)c1)C1CCS(=O)(=O)C1 (configuration not stated),.,-13,3,1,i,-0.1,.,.,-3,-4
Cc1nc2ccccc2c(=O)n1/N=C/c1ccco1,3,-17,i,4,-0.3,.,-10,2,0,2
COc1ccc(OCC(=O)OCC(=O)NCc2ccc(F)cc2)cc1,3,11,2,-7,-0.1,.,28,-8,2,8
CCOC(=O)C1(CCCc2ccccc2)CCN(C(=O)COC)CC1,-1,-6,-5,8,-0.4,2.3,5,6,5,6
CCCS(=O)(=O)NC(=O)C1(C)CCCN(C(=O)c2ccc(SC(F)(F)F)cc2)C1 (configuration not stated),.,8,.,8,-0.4,-1.6,.,.,-1,.
Cc1nn(Cc2ccc(Cl)cc2)c(C)c1NC(=O)c1ccc([N+](=O)[O-])cc1,-3,0,-24,-2,i,1.0,30,-4,-21,4
Cc1cc(C)c(NC(=O)c2ccc3nccnc3c2)c(C)c1,.,-5,-8,-5,-1.7,-0.5,.,.,-11,-10
COc1cccc(NS(=O)(=O)c2ccc(-c3coc(C)n3)cc2)c1,7,12,5,8,i,1.8,8,-8,7,4
CC(C)c1ccc(CNn2cnnc2)cc1,5,-2,-4,6,-0.3,1.0,1,2,5,-2
C[C@@H]1CN([C@H](C)CO)C(=O)CCCn2nncc2CO[C@H]1CN(C)Cc1ccc2c(c1)OCCO2,.,9,.,13,i,1.3&1.3&-0.2,.,.,-2,3
CN1C(C(=O)Nc2ccccn2)=C(O)c2sc(Cl)cc2S1(=O)=O,-3,4,-1,-1,i,0.8,-2,7,-2,5
Cn1nc(C(=O)N2CCCCC2)c2c1-c1ccccc1S(=O)(=O)C2,-6,18,0,-3,i,1.2,-6,5,-1,17
CN(CC(=O)Nc1ccccc1Cl)C(=O)COC(=O)C1CCN(c2ccc(C(F)(F)F)cn2)CC1,.,19,0,17,-10,1.7,.,-4,-12,0
Cc1ccc(-n2cc(C(=O)c3ccc(F)cc3)nn2)cc1Cl,4,0,-1,4,-0.6,.,10,7,3,-18
Cc1cc(C)cc(Nc2cnn(C34CC5CC(CC(CC(=O)O)(C5)C3)C4)c(=O)c2Cl)c1,0,-4,-9,12,i,0.8,31,5,-5,2
C=CCC(=O)N1CCCC(CCC(=O)NCc2ccccc2F)C1 (configuration not stated),-1,-9,-15,1,.,0.2,16,-7,4,7
COc1ccc(C2C(C#N)=C(N)OC3=C2C(=O)CC(C)(C)C3)cc1 (configuration not stated),0,8,1,2,i,-0.2,1,6,2,-1
COc1ccc(CNC(=O)Cn2nc(C)c3c(C)n(-c4ccc(C)cc4)nc3c2=O)cc1OC,4,4,-5,16,-0.5,0.6,2,0,7,6
O=C(NCc1cccc(F)c1F)C1CCC(=O)N(C2CCCCCC2)C1 (configuration not stated),-3,4,-5,2,i,-5.5,14,-3,10,5
CC(=O)N1CCN(c2ccc(NCc3ccc4c(c3)OCO4)cc2)CC1,-2,3,28,-6,-0.3,.,6,-14,-11,1
CCN1C(=O)N[C@@H](CCc2ccccc2)[C@H](C(C)=O)[C@H]1C,.,2,-7,2,i,2.6,.,-6,-3,5
Cc1ccc(S(=O)(=O)Cc2ccc(C(=O)NC3CCCC3)o2)cc1,0,15,-13,-3,-0.4,0.5,10,7,8,3
COC(=O)c1[nH]c(C)c(/C(O)=C2\C(=O)C(=O)N(CCN(C)C)C2c2ccco2)c1C (configuration not stated),-1,.,.,-10,-0.3,-1.0,8,-2,.,10
CCOc1ccc(NC(=O)NC2CCS(=O)(=O)C2)cc1 (configuration not stated),2,8,-3,12,-3.1,0.4,14,3,-6,3
Cc1ccc(N2CCN(C(=O)C3CCCN(c4ncnc5c4nc4n5CCCCC4)C3)CC2)c(C)c1 (configuration not stated),0,-4,-10,34,i,0.9,32,8,-3,-22
C/C(=N\OCC(=O)N/N=C/c1ccc(C)cc1O)c1cccs1,-4,-6,.,12,i,.,32,4,-2,3
S=c1[nH]nc(Cn2nnc3ccccc32)n1-c1ccccc1,0,-5,0,-3,-0.4,9.0,18,-7,9,5

# Source: PubChem BioAssay

# The list is partial. The share of hits here may be higher or lower than overall.
